Screening results (PubChem BioAssay)
ROMK primary = modulates human ROMK potassium channel activity | P48048 | B-score at 10 µM | Tet-inducible ROMK, thallium flux fluorescence; actives lie on both sides | actives 2% (n = 130,000) | AID 1918;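 active = signal ratio slope over the read window, or its plate-corrected B-score, at least 3 SD from the plate mean, either direction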;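 also: B-score of the F/F0 ratio slope over 7 to 12 s after thallium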
Target sequence (P48048 whole entry, looked up): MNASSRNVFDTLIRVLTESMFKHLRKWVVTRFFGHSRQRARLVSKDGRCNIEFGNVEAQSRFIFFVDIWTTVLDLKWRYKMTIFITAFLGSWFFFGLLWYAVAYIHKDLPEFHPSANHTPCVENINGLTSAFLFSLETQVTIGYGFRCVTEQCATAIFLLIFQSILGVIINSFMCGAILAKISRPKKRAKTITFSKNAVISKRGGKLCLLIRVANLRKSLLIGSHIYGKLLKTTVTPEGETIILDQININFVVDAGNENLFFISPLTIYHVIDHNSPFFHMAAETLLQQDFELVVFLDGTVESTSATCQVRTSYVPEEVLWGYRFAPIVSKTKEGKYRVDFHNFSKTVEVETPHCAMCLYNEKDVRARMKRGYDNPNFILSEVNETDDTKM
FLuc inh counter = Photinus pyralis luciferase inhibition counter-screen | actives 1.5% (n = 200,000) | P08659 | inhibition, % at 10 µM | ATPLite firefly luciferase biochemical luminescence, 10 min;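 active = inhibition above about 50% when tested at 10 µM, limit read from the data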
Target sequence (P08659 whole entry, looked up): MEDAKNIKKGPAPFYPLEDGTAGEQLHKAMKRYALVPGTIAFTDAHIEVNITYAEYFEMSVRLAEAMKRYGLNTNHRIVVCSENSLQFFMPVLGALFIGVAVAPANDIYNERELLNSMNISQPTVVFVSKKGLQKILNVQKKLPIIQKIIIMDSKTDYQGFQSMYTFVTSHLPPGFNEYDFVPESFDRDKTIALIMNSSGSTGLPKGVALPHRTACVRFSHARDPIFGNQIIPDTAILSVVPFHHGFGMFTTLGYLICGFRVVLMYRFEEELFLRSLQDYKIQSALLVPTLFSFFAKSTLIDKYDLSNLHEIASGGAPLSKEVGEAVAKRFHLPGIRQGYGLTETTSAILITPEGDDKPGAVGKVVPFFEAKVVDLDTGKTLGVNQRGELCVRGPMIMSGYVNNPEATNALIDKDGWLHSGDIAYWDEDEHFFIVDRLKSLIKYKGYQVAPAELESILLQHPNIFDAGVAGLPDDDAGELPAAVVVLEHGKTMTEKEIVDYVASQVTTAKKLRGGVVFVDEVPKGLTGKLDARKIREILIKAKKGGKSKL
APP 5'UTR act = APP 5'UTR luciferase reporter activation; SH-SY5Y APP 5'UTR luciferase reporter, luminescence; zero percent = DMSO vehicle wells; activation, % at 2 µM; actives 1% (n = 190,000); AID 1276;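 active = activation above a set limit, based on mean plus 3 SD of controls, cut at about 140% in these data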; also: values of inactives mirror those of a sister screen read the other way
APP transl inh = APP translation inhibition; SH-SY5Y APP 5'UTR-luciferase reporter, luminescence; inhibition, % at 2 µM; actives 0.82% (n = 190,000); AID 1285;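 active = inhibition above a set limit, derived from the sample mean plus 3 SD, cut at about 45% in these data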; also: values of inactives mirror those of a sister screen read the other way
STAT3 inh = inhibitors of IL-6 induced STAT3 signaling; inhibition, % at 5.5 µM; AID 862; actives 0.89% (n = 190,000); U3A cells, IL-6 STAT3-luciferase reporter, luminescence; host cell line lacks STAT1;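 active = inhibition above the mean inhibition across all screened compounds plus 3 SD, cut at about 44% in these data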;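 also: 0% = DMSO only wells and 100% = 100 µM nifuroxazide control wells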
NF-kB expr up = NF-kB expression increase, human neuronal cells | fold change at 12.5 µM | NF-kB reporter expression; hits give high values | actives 1.6% (n = 190,000); in the data active = fold change above about 3.3
STAT3 act = activators of IL-6 induced STAT3 signaling | activation (% of control), % at 5.6 µM | U3A cells, IL-6 STAT3-luciferase reporter, luminescence; 100% = signal with IL-6 EC80 alone | actives 0.91% (n = 190,000);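 active = activation above the screen-wide mean of compound activation plus 3 SD, cut at about 130% in these data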;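 also: 0% = background luminescence of wells with medium and substrate only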
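System – human U3A cells carrying STAT3-luciferase construct · Probe or stimulus – Interleukin-6, 33 ng/mL · Schedule – compound 1 h, then IL-6 6 h at 37 °C · Signal – luminescence from STAT3-driven luciferase reporter · Evaluation – percent of IL-6-only median luminescence · Benchmarks – IL-6-only high control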
FLuc stim CS = firefly luciferase counter-screen for stimulation assays; P08659; ATPlite luciferase biochemical, luminescence, 10 min; 0 = ATP-free wells, 1 = DMSO control; activation factor at 10 µM; 200,000 tested, under 10 active;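 active = luciferase activation factor, scaled between plate controls, of at least 2 with compound at 10 µM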
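assay system = Luciferase/luciferin detection reagent, cell-free biochemical luciferase assay | also added = ATP substrate | times = 10 min post-reagent at room temperature | measured by = luminescence from luciferase reaction | measure = luciferase activation, seen as luminescence increase over controls | benchmarks = low control with PBS replacing ATP, high control enzyme plus ATP without compound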
STAT1 inh = reduces IFN-gamma driven STAT1 reporter signal | NIH 3T3 STAT1-luciferase reporter, luminescence | inhibition, % at 5.5 µM | actives 0.35% (n = 200,000);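 active = inhibition above a set limit, the mean inhibition across all tested compounds plus 3 SD, cut at about 34% in these data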;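 also: 0% = IFN-gamma with DMSO and 100% = IFN-gamma with 300 µM nifuroxazide; values of inactives mirror those of a sister screen read the other way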
STAT1 act = STAT1 signaling activation. NIH 3T3 STAT1-luciferase reporter, IFN-gamma, luminescence; 100% = IFN-gamma alone, no compound. activation (% of control), % at 5.5 µM. actives 2.6% (n = 200,000);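 active = activation above the screen-wide mean activation plus 3 SD, cut at about 130% in these data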;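 also: raw ratio to IFN-gamma control signal so 100% means no change and 0% no light; values of inactives mirror those of a sister screen read the other way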
Active calls of the source: *; . = not tested or not shown.

SMILES	ROMK primary	FLuc inh counter	APP 5'UTR act	APP transl inh	STAT3 inh	NF-kB expr up	STAT3 act	FLuc stim CS	STAT1 inh	STAT1 act
CCNc1nc2[nH]c(=O)c3c(c2s1)OC(N)=C(C#N)C3c1ccc(C)cc1 (configuration not stated)	.	-6	-2	2	12	0.84	97	1.1	-10	100
COc1ccc(S(=O)(=O)Nc2ccc3ccccc3c2)cc1C	-0.36	1	-5	5	0	1.1	97	1	11	90
C#CCOCCOCCOCCNc1nc(N2CCN(C(=O)[C@H](C)n3cc(CCCN=C(N)N)nn3)CC2)nc(N2CCN(C(=O)[C@H](C)n3cc(CCCN=C(N)N)nn3)CC2)n1	-0.2	1	0	0	6	0.88	93	1	-1	101
Cc1noc(C)c1COc1cccc(C(=O)N2CCN(C/C=C/c3ccccc3)CC2)c1	.	-6	9	-9	6	0.85	99	1.1	-3	103
CCOc1ccc(/C=C2\SC(N3CCc4ccccc4C3)=NC2=O)cc1	.	5	15	-15	0	1.2	102	1	9	92
COc1ccc(N2CCN(C(=O)CSc3nnnn3-c3ccc4c(c3)OCCO4)CC2)cc1	.	-3	-14	14	4	0.66	101	1	10	91
CCC(C)[C@H](NC(=O)NCCCN1CCOCC1)C(=O)OC (some centres not stated)	-0.044	-3	6	-6	10	0.8	96	1	-10	109
O=C(NCCN1CCN(S(=O)(=O)c2ccc([N+](=O)[O-])cc2)CC1)C(=O)Nc1ccccc1	0.33	-3	7	-7	3	1.1	99	1	-2	102
CCCS(=O)(=O)N1CCN(Cc2ccc3c(c2)c2ccccc2n3CC)CC1	.	1	-14	14	-5	0.85	104	1	8	93
Cc1ccc(S(=O)(=O)N(CCC#N)C2CCCCC2)c2nsnc12	-1.2	-2	-8	8	27	1.2	83	1	10	91
Cc1c(NC(=O)NC2CCCCC2)cccc1[N+](=O)[O-]	-1.5	2	-8	8	6	0.92	101	1	-10	108
O=C(Nc1ccc(Cl)cn1)Nc1ccc(Cl)cn1	-0.14	-3	-3	3	24	1.4	82	1	-6	105
CCC1=C(OC(=O)c2ccccc2)C(C)(C)C(c2ccccc2)OC1=O (configuration not stated)	-0.0063	-4	-5	5	3	0.96	98	1	-4	103
Cc1nn(-c2nc3ccccc3[nH]2)c(N)c1-c1ccc(Cl)cc1	.	6	106	-106	-9	1.9	109	0.9	-16	114
C=CCn1c(C)cc(C2=NNC(=NCc3ccccc3)SC2)c1C	-0.73	32	139*	-139	-13	2.8	114	0.7	-14	112
CC(NS(=O)(=O)c1ccc(OCC(=O)N2CCOCC2)cc1)c1ccccc1 (configuration not stated)	.	-12	-7	7	-2	1	106	1.1	0	100
C/C(=N\Nc1nc2ccccc2[nH]1)c1ccc(N2CCOCC2)cc1	0.5	94*	44	-44	21	2	84	0.1	15	85
O=c1c2c(nc3nc(SCc4ccccc4)[nH]n13)CCC2	.	4	1	-1	10	1	94	1	-2	102
Cc1ccc(-n2nnnc2CCl)cc1	-0.87	-4	19	-19	3	0.97	101	1	30	70
CCNc1nc(NCC)nc(OCCOC(C)=O)n1	0.29	-4	-4	4	-3	1.2	104	1	-4	106
Cc1ccc(NC(=O)N(C2=NCC(C)S2)c2ccccc2)cc1 (configuration not stated)	-0.89	.	50	-50	-9	.	109	.	-15	110
O=C(CSc1nc(C2CCCCC2)nc2ccccc12)N1CCCC1	-0.17	-6	13	-13	2	1	101	1.1	5	93
Cc1nc(Nc2ccc(S(=O)(=O)N3CCCC3)cc2)c2nnn(Cc3ccccc3)c2n1	.	-2	16	-16	35	0.82	71	1	10	91
CCS(=O)(=O)CCSc1nc(C)cc(C)c1C#N	.	-6	-6	6	3	1.2	99	1.1	-3	103

Next part, starting with the last 4 of the part before.
SMILES	ROMK primary	FLuc inh counter	APP 5'UTR act	APP transl inh	STAT3 inh	NF-kB expr up	STAT3 act	FLuc stim CS	STAT1 inh	STAT1 act
Cc1ccc(NC(=O)N(C2=NCC(C)S2)c2ccccc2)cc1 (configuration not stated)	-0.89	.	50	-50	-9	.	109	.	-15	110
O=C(CSc1nc(C2CCCCC2)nc2ccccc12)N1CCCC1	-0.17	-6	13	-13	2	1	101	1.1	5	93
Cc1nc(Nc2ccc(S(=O)(=O)N3CCCC3)cc2)c2nnn(Cc3ccccc3)c2n1	.	-2	16	-16	35	0.82	71	1	10	91
CCS(=O)(=O)CCSc1nc(C)cc(C)c1C#N	.	-6	-6	6	3	1.2	99	1.1	-3	103
CC(C)=NNc1nc2c(c(=O)n(C)c(=O)n2C)n1CCc1ccccc1	-2	2	4	-4	17	0.85	89	1	-1	99
COc1ccc(/C=C/C(=O)NCCCn2ccnc2)cc1	0.6	-5	5	-5	-11	1.2	111	1.1	-5	104
CC(C)=CC(=O)OCC(=O)Nc1ccc(Cl)cn1	0.3	-4	-12	12	2	1.2	102	1	-1	101
O=C(c1ccccc1)N1CCN(c2ncnc3c2cnn3-c2ccccc2)CC1	.	-10	-7	7	-2	0.9	111	1.1	-7	106
O=C(Nc1ccc(N2CCN(C(=O)c3cccs3)CC2)cc1)c1cccnc1Cl	-0.44	-8	5	-5	2	1.2	102	1.1	-2	100
COc1ccccc1/C=C1\S/C(=N/NC(=O)c2cccc(Br)c2)NC1=O	.	36	20	-20	11	1	98	0.6	8	91
CCC(C)[C@H](NC(=O)NCc1ccccc1Cl)C(=O)O (some centres not stated)	.	-5	-6	6	-1	1.2	103	1	1	99
COc1ccc(OC)c(S(=O)(=O)NCc2csc(-c3ccccc3)n2)c1	.	-2	-10	10	7	1.1	96	1	3	97
CC(C)CNC(=S)NNC(=O)c1ccc(OC(F)F)cc1	.	-8	6	-6	2	1.1	102	1.1	-1	101
CCCCCCOc1ccc(N2C(=O)CC(S/C(N)=N/N=C(\C)c3cccs3)C2=O)cc1 (configuration not stated)	0.74	-11	8	-8	0	1.2	104	1.1	-1	101
COC(=O)c1ccc(N/C=C/C(=O)c2ccc(OC)c(OC)c2)cc1	.	2	13	-13	9	1.1	99	1	-12	111
Cc1ccc(NC(=O)C2C3C=CC4(CN(Cc5cccnc5)C(=O)C24)O3)cc1F (configuration not stated)	.	-4	9	-9	-7	1.2	106	1	-1	102
Cc1scc(C(=O)N2CCN(c3ccc(Cl)cc3)CC2)c1C	1	-2	19	-19	15	1.2	92	1	7	91
CCOc1ccc(C(=O)Nc2ccc(-c3nc4ccccc4[nH]3)cc2)cc1[N+](=O)[O-]	.	-7	-13	13	-8	1.6	102	1.1	-5	105
OC1(c2cccc(C(F)(F)F)c2)CCN(Cc2nc(-c3cnccn3)no2)CC1	0.65	-2	2	-2	3	1.1	100	1	0	98
CN1c2ccsc2/C(=N/NC(=O)c2c(F)cccc2F)CS1(=O)=O	.	2	3	-3	-7	1.2	107	1	12	80
CC(C)COC(=O)/C(C#N)=C/c1cn(Cc2ccccc2)c2ccccc12	-0.18	0	6	-6	10	1.3	92	1	-3	103
Cc1ccccc1OCCCn1c(CO)nc2ccccc21	-1.8	13	1	-1	4	1.5	104	0.9	7	94
O=C(N/N=C/C1CC2CCC1C2)c1ccc2c(c1)OCO2 (configuration not stated)	1.6	15	24	-24	2	1.3	102	0.8	-19	117
COc1ccc(C(=O)N2CCCC(c3nc(-c4ccc(OC)c(OC)c4)no3)C2)c(OC)c1 (configuration not stated)	-0.65	-8	2	-2	21	0.92	85	1.1	10	91
COc1cc(NC(=O)CSc2nc3ccccc3c(=O)n2C)ccc1NC(=O)c1ccco1	-0.39	-6	-13	13	36	1.1	72	1.1	-4	104
CCn1nnnc1SCC(=O)N1CCOCC1	.	-22	-6	6	8	1.3	97	1.2	-3	103
Cc1ccc(NC(=S)NCc2ccc(S(N)(=O)=O)cc2)c(C)c1	.	-2	6	-6	9	1.3	96	1	-2	100
CS(=O)(=O)N1CCN(c2ccc(NC(=O)CSc3nnc(-c4ccco4)o3)cc2)CC1	0.12	-5	12	-12	4	.	101	1.1	0	98
CC/C(=N/NC(=O)CNc1ccc(Cl)cc1C)c1ccccc1	-0.18	-3	6	-6	5	2.1	98	1	0	99
O=C(Cc1cccs1)Nc1nnc(SCc2ccc(Br)cc2)s1	.	9	2	-2	-10	1.4	107	0.9	6	95
C=C(C)c1cccc(C(C)(C)NC(=O)NCCCN2CCCC2=O)c1	-0.23	-3	-14	14	5	1.1	102	1	-4	104
O=C(NC1=NCCS1)Nc1ccccc1	.	42	53	-53	12	2.5	93	0.6	-37	135*
CCCNC(=O)NS(=O)(=O)c1cnccc1Sc1ccc(Cl)cc1	.	-10	23	-23	-1	1.2	104	1.1	3	97
CCOC(=O)c1c(NC(=O)C2CCN(S(=O)(=O)c3ccc(Cl)cc3)CC2)sc2c1CCCC2	.	-4	-4	4	1	0.96	99	1	-6	106
COc1ccc(/C=C/C(=O)N(C)Cc2cccs2)cc1S(=O)(=O)N1CCOCC1	0.13	-9	18	-18	1	0.85	102	1.1	-7	105
CN1CCN(C(=S)NC(=O)c2ccco2)CC1	.	-3	0	0	-6	1.2	108	1	-10	108
COc1ccc(C2CC(c3cccs3)=Nc3ccccc3S2)cc1OC (configuration not stated)	.	-1	3	-3	-3	1.6	104	1	-7	106
CC(NC(=O)Cc1ccccc1[N+](=O)[O-])c1ccccc1 (configuration not stated)	.	-7	2	-2	-13	1.1	114	1.1	16	86
COc1cc(OC)cc(C(=O)N[C@H](C(=O)NCc2cccs2)C(C)C)c1	0.13	-4	3	-2	-3	1	107	1	8	90
COC(=O)Cc1ccc(NC(=S)N2CCCCC2C)cc1 (configuration not stated)	0.65	83*	5	-5	10	1.3	95	0.2	4	94
Cc1ccc(NC(=O)CSc2nnc(-c3cnccn3)n2Cc2ccco2)cc1C	1.1	-2	-16	16	2	1	102	1	-7	106
Cc1c(N=c2scc(-c3ccccc3)n2CCO)c(=O)n(-c2ccccc2)n1C	-0.049	-8	0	0	2	1.2	105	1.1	-2	100
CCN(CC)c1ccc(NC(=O)c2cccc(F)c2)c(C)c1	.	-2	-7	7	18	1.3	88	1	-9	108
COc1ccccc1NC(=O)Cn1nc(-c2ccc3c(c2)OCCO3)ccc1=O	0.028	0	20	-20	-6	1.1	109	1	0	98
CN(C)CCCNC(=O)/C(=N\O)c1ccccc1	.	-3	-5	4	0	1.2	101	1	-2	96
COc1ccc(CCNS(=O)(=O)c2ccc(Cl)s2)cc1OC	.	-8	1	-1	7	1.1	97	1.1	7	94
CCCCn1nc(C(=O)N[C@@H](CCSC)c2nc3ccccc3[nH]2)c2ccccc2c1=O	-1.9	-6	12	-12	-4	0.6	104	1.1	-4	104
Clc1ccc(CSc2cc3c(nn2)-c2ccccc2CC3)cc1	.	-4	28	-28	15	1.6	92	1	-13	112
OC(COCC1COc2ccccc2O1)CN1CCN(c2ccccc2)CC1 (configuration not stated)	.	-7	7	-7	10	0.89	101	1.1	8	92
CCN(CC)C(=O)c1sc2nc(N3CCOCC3)c3c(c2c1N)CCCC3	.	-8	-16	16	1	1	100	1.1	6	92
COc1cc(C)nc(NCc2ccccc2)n1	.	-2	-10	10	-2	1.1	105	1	2	98
